High-throughput results: PubChem, The Scripps Research Institute Molecular Screening Center
ASK1 inh: human ASK1 kinase inhibition, primary screen; inhibition, % at 7.44 µM; hit rate 0.99% among 22,000; AlphaScreen MKK6 phosphorylation by ASK1, luminescence; in the data active means inhibition above about 35%;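 further: 0% = median of compound wells and 100% = no enzyme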
ULK1 inh: blocks human autophagy kinase ULK1; O75385; AlphaScreen Atg13 phosphorylation by ULK1, luminescence; inhibition, % at 5.96 µM; hit rate 1.9% among 30,000; in the data active means inhibition above about 43%;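 further: 0% = median of compound wells and 100% = no enzyme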
Target sequence (O75385 whole entry, looked up): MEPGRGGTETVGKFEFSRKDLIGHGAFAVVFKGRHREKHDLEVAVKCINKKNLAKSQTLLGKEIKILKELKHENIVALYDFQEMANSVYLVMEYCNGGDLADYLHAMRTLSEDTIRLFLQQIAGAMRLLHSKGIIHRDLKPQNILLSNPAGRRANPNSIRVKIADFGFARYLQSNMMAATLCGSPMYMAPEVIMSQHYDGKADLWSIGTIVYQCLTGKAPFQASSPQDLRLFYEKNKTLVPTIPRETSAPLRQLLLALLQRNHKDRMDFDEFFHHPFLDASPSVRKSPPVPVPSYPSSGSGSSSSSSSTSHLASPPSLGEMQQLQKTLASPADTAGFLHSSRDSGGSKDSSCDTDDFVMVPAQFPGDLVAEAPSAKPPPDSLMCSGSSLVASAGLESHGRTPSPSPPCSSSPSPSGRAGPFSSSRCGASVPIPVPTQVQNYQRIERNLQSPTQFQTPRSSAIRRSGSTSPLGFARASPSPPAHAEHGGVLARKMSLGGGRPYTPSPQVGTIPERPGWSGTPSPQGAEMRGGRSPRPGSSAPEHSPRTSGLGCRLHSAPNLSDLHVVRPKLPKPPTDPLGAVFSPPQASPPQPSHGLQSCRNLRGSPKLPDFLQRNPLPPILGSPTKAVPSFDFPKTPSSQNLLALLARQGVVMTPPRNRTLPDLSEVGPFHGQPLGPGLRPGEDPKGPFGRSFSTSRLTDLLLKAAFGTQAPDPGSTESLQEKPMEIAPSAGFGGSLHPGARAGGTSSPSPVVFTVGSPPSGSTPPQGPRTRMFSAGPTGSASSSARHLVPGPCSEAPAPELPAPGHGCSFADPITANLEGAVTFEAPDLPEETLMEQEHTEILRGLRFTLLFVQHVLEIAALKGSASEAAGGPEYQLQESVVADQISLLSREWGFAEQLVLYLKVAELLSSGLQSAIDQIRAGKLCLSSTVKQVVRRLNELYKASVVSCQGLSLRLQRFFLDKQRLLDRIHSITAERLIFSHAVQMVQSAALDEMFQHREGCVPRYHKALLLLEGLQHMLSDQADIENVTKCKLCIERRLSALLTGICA
Active calls of the source: *; nt = not tested or not shown.

cpd	mol	ASK1 inh	ULK1 inh
1	CC(C)n1cnc2c(Nc3ccc4c(c3)OCO4)nc(Nc3cccc(N(C)C)c3)nc21	37*	16
2	c1cnc2ccc(Nc3nc(NCCN4CCOCC4)c4ncn(C5CCCCC5)c4n3)cc2c1	18	-2
3	Cc1ccc(-c2ncn(-c3ccc(Nc4nccc(-c5cc(F)cc(-c6cn[nH]c6C)c5)n4)cc3)n2)cn1	17	-12
4	c1ccc(Nc2nc(Nc3ccc(N4CCOCC4)cc3)c3[nH]cnc3n2)cc1	11	9
5	CN(C)c1cccc(Nc2cccc(C(=O)NCCc3ccc(O)cc3)n2)c1	16	4
6	CC(C)N(CCNC(=O)c1cccc(Nc2ccccn2)n1)C(C)C	-13	-11
7	CC(C)n1cnc2c(NCCc3ccc(O)cc3)nc(-c3ccc(C(N)=O)cc3)nc21	10	0
8	COc1ccc(CCNC(=O)C2CCN(c3ccc(Nc4ccnn4C)nn3)CC2)cc1	6	10
9	COc1cc2nc(Nc3ccc4ncccc4c3)nc(N)c2cc1OC	-12	-1
10	COc1ccc(-c2nc(NC3CC3)c3ncn(-c4ccccc4)c3n2)cc1	-5	-24
11	NC(C(=O)Nc1ccc(-c2ccncn2)cc1)c1ccc(Cl)cc1 (centres undefined)	13	-4
12	COc1cc(Nc2cc(Nc3ccc(NC(C)=O)cc3)ncn2)cc(OC)c1OC	10	-3
13	O=C(Nc1ccccc1)c1cnc(NCCN2CCOCC2)s1	3	-4
14	CC/C=C\C/C=C\C/C=C\C/C=C\C/C=C\C/C=C\CCC(=O)O	nt	-9
15	COc1ccc(-c2nc(C(=O)NC3CCN(Cc4ccccc4)CC3)cs2)cn1	6	-4
16	COc1ccc(-c2ncn(-c3ccc(Nc4cc(-c5cnn(C)c5)c(Cl)cn4)cc3)n2)cn1	2	-7
17	CC(C)N(CCNc1nc(Nc2nc3ccccc3n2C)nc2nc[nH]c12)C(C)C	-16	-9
18	O=C(Nc1ccc(N2CCOCC2)cc1)c1csc(Nc2ccncn2)n1	-14	42
19	CCOC(=O)N1CCN(c2cc(-c3ccccn3)nc(-c3cccnc3)n2)CC1	nt	-7
20	O=C(NC1CC1)c1ccc(-c2nc(C(=O)Nc3ccccc3)cs2)cc1	-24	1
21	Cc1cncc2cccc(N3CCN(C(=O)[C@H](C)O)CC3)c12	-2	-1
22	O=C(COc1ccc(Cl)cc1[N+](=O)[O-])N/N=C/c1cccs1	nt	-11
23	CN1CCN(c2ccc(-c3ncc(C(=O)NCCN4CCOCC4)s3)cc2)CC1	-5	2
24	COc1ccc(C(=O)NCc2nnnn2-c2ccccc2)cc1	nt	6
25	CCCNc1nc(Nc2ccc(N3CCOCC3)cc2)nc2cc(OC)c(OC)cc12	30	9
26	CCNc1ncc(C(=O)NCc2cccc(C(F)(F)F)c2)s1	8	-9
27	CC(C)n1cnc2c(NCCc3ccc(O)cc3)nc(-c3cccs3)nc21	10	-38
28	Cn1nc(C(C)(C)C)cc1NC(=O)Nc1ccccc1	-4	-22
29	NC(=O)c1cccc(-c2ccccc2)n1	-4	23
30	COc1cc(Nc2ncnc3c2nc(Nc2ccc(-n4ccnc4)cc2)n3C(C)C)cc(OC)c1OC	17	-25

Full records, quoted from the list.
O=C(NC1CC1)c1ccc(-c2nc(C(=O)Nc3ccccc3)cs2)cc1 is listed with ASK1 inh: -24; ULK1 inh: 1
CC(C)N(CCNc1nc(Nc2nc3ccccc3n2C)nc2nc[nH]c12)C(C)C is listed with ASK1 inh: -16; ULK1 inh: -9

Some of these compounds in order of their number in ASK1 inh, smallest number first:
| entry | SMILES | ASK1 inh |
| --- | --- | --- |
| 20 | O=C(NC1CC1)c1ccc(-c2nc(C(=O)Nc3ccccc3)cs2)cc1 | -24 |
| 17 | CC(C)N(CCNc1nc(Nc2nc3ccccc3n2C)nc2nc[nH]c12)C(C)C | -16 |
| 29 | NC(=O)c1cccc(-c2ccccc2)n1 | -4 |
| 26 | CCNc1ncc(C(=O)NCc2cccc(C(F)(F)F)c2)s1 | 8 |
| 30 | COc1cc(Nc2ncnc3c2nc(Nc2ccc(-n4ccnc4)cc2)n3C(C)C)cc(OC)c1OC | 17 |

The listing continues.
cpd	mol	ASK1 inh	ULK1 inh
31	COc1ccc(CCNC(=O)c2cnc(Nc3ccnn3C)s2)cc1	7	8
32	COc1cc(Nc2ncc(C(=O)Nc3ccccc3)s2)cc(OC)c1OC	-5	-2
33	C=C(C)C/C=C/C(=C)C[C@H](C)[C@H]1OC(=O)[C@@H](C)/C=C/C=C/[C@@H](O)[C@H](O)/C=C/CC[C@H]2CC[C@H](O2)[C@H]1O	14	0
34	OCCNc1ncnc2nc(N3CCN(c4ccccn4)CC3)[nH]c12	-10	-14
35	CC(C)N(CCNc1nc(Nc2nc3ccccc3n2C)nc2c1ncn2C(C)C)C(C)C	-9	3
36	CN1CCN(C(=O)c2ccc(-c3ncc(C(=O)NCCN4CCOCC4)s3)cc2)CC1	-13	0
37	COc1ccc(-c2cc(NC3CCN(Cc4ccccc4)CC3)nc(N)n2)cn1	12	-5
38	Cc1noc(C)c1-c1nc(Nc2ccccc2)c2ncn(CCN3CCCC3=O)c2n1	0	-1
39	CC(C)N(CCNc1nc(Nc2cnccn2)nc2c1ncn2CCN1CCCC1=O)C(C)C	-8	-3
40	COc1cc(NC(=O)Cc2cn(-c3ccc(Nc4ccc5ncccc5c4)nn3)c3ccccc23)cc(OC)c1OC	-11	8
41	NS(=O)(=O)c1ccc(Nc2nccc(-c3ccc(NS(=O)(=O)c4ccccc4)cc3)n2)cc1	-10	-8
42	Cc1cncc(NC(=O)c2cccc(-n3cc(Nc4cscc4-c4ccccc4C)cn3)c2)c1	14	15
43	NS(=O)(=O)c1ccc(Nc2nccc(-c3ccc(NS(=O)(=O)CC(F)(F)F)cc3)n2)cc1	-13	36
44	COc1ccc(CCNc2nc(-c3ccc(C(N)=O)cc3)nc3c2ncn3CCN2CCCC2=O)cc1	0	-5
45	COc1ccc(-c2nc(NCCN3CCOCC3)c3[nH]cnc3n2)cc1	2	6
46	NC(=O)c1ccc(-c2nc3ncnc(NCc4cccc(C(F)(F)F)c4)c3[nH]2)cc1	14	-1
47	CCN(Cc1cccc(OC)c1)C(=O)c1nc2ccc(-c3cn[nH]c3)cc2s1	6	-35
48	Cc1cccc(Nc2ccc3c(cnn3-c3cccc(C(=O)NCCN4CCN(C)CC4)c3)c2)c1Cl	24	-33
49	COc1ccc(-c2nccc(Nc3ccc(Oc4ccccc4)cc3)n2)cc1	-4	-23
50	O=C(O)CCCCCNC(=O)/C(=C\c1ccccc1)NC(=O)c1ccccc1	nt	1
51	c1ccc(-c2nc(-c3ccncc3)cc(N3CCN(c4ccccn4)CC3)n2)cc1	nt	-10
52	CC1C(=O)Nc2cc(S(C)(=O)=O)ccc2N1C(=O)c1ccc(Cl)cc1 (centres undefined)	nt	5
53	C[C@@H](CN1CC(=O)NC(=O)C1)N1CC(=O)NC(=O)C1	nt	-15
54	CN(C)c1cccc(Nc2cc(NCCc3ccc(O)cc3)ncn2)c1	21	10
55	CCN(Cc1ccncc1)C(=O)C(CO)c1ccccc1 (centres undefined)	nt	2
56	CN(C)c1cccc(Nc2nc(NCCN3CCOCC3)c3ncn(CCN4CCCC4=O)c3n2)c1	-4	18
57	CC(=O)Nc1ccc(NC(=O)Cc2cn(-c3ccc(Nc4ccncn4)nn3)c3ccccc23)cc1	17	17
58	c1cncc(-c2cc(NCc3ccco3)nc(-c3ccncc3)n2)c1	nt	13
59	Cc1noc(C)c1-c1cccc(C(=O)NCc2nc3ccccc3[nH]2)n1	3	14
60	FC(F)(F)c1ccc(Cn2cnc3c(Nc4ccc(Oc5ccccc5)cc4)nc(N4CCOCC4)nc32)cc1	18	-11
61	COc1ccc(-c2nc(C(=O)NCc3cccc(C(F)(F)F)c3)cs2)cc1	-18	3
62	COc1ccc(CCNc2nc(Nc3ncccn3)nc3c2ncn3-c2ccccc2)cc1	6	0
63	COc1cc(Nc2ccnc(N3CCC(N4CCOCC4)CC3)n2)cc(OC)c1OC	-1	-6
64	CCC(CC)C(=O)NCCS(=O)(=O)N1CCN(c2ccccc2OC)CC1	nt	7
65	Cn1nccc1Nc1cc(C(=O)NCc2ccccc2)ccn1	2	2
66	Nc1cccc(-c2ccc(C(=O)NCc3ccccc3)s2)c1	9	2
67	CCCNC(=O)c1csc(N2CCN(c3ccccn3)CC2)n1	-1	0
68	Cn1cc(-c2cc(Nc3ccc4nccnc4c3)ncc2Cl)cn1	-39	2
69	COc1ccc(-c2nc3c(N)ncnc3n2C(C)C)cc1	0	7
70	CC(C)n1c(-c2csc3ccccc23)nc2c(NC3CCN(Cc4ccccc4)CC3)ncnc21	9	4
71	CO[C@H]1[C@@H]([C@@]2(C)O[C@@H]2CC=C(C)C)[C@]2(CC[C@H]1OC(=O)/C=C/C=C/C=C/C=C/C(=O)O)CO2	nt	-1
72	OC(CN1CCC(Nc2ccc3[nH]ncc3c2)CC1)c1ccc(Br)cc1 (centres undefined)	-5	-1
73	O=C1CCCN1CCn1cnc2c(NCc3ccccc3)nc(Cl)nc21	-4	-3
74	Cc1cccc2nc3n(c12)CCC1(C3)OCCO1	-15	-4
75	OCCNc1ccnc(Nc2ncccn2)n1	-13	18

Exported with two lines to a compound: 4 of the compounds above
Results follow in this order: ASK1 inh, ULK1 inh
(61) COc1ccc(-c2nc(C(=O)NCc3cccc(C(F)(F)F)c3)cs2)cc1
→ -18, 3
(62) COc1ccc(CCNc2nc(Nc3ncccn3)nc3c2ncn3-c2ccccc2)cc1
→ 6, 0
(63) COc1cc(Nc2ccnc(N3CCC(N4CCOCC4)CC3)n2)cc(OC)c1OC
→ -1, -6
(64) CCC(CC)C(=O)NCCS(=O)(=O)N1CCN(c2ccccc2OC)CC1
→ nt, 7

(more compounds)
cpd	mol	ASK1 inh	ULK1 inh
76	Cc1nn(C(=O)c2ccc(F)cc2)c(C)c1S(=O)(=O)N1CCCCC1	nt	2
77	O=C(NCCN1CCOCC1)c1ccc2nc(NC3CCC(O)CC3)sc2c1 (centres undefined)	-3	-9
78	c1ccc(-n2cnc3c(NCc4nc5ccccc5[nH]4)nc(N4CCC(N5CCOCC5)CC4)nc32)cc1	5	8
79	COc1ccc(CCNc2nc(-c3c(C)noc3C)ncc2C)cc1	-10	4
80	O=C(NCCCN1CCCC1=O)c1cccc(Nc2ccccc2)n1	-10	-3
81	CCCNC(=O)c1ccc2nc(NCCN3CCOCC3)sc2c1	3	3
82	O=C(O)c1cc2sccc2nc1-c1ccccc1	nt	4
83	CC(C)n1cnc2c(NCc3cccc(C(F)(F)F)c3)nc(-c3ccc(C(N)=O)cc3)nc21	-1	-12
84	Fc1cc(-c2ccnc(Nc3ccc(-n4cnc(C(F)(F)F)n4)cc3)n2)cc(N2CCOCC2)c1	-11	-15
85	COc1nc(NCc2nc3ccccc3[nH]2)nc(-c2ccc(C(N)=O)cc2)n1	2	10
86	CCOC(=O)C1=C(C)NC2=C(C(=O)c3ccccc32)C1c1ccccc1OC (centres undefined)	nt	-6
87	COc1cc(Nc2ncnc3nc(Nc4ncccn4)[nH]c23)cc(OC)c1OC	4	15
88	Cc1cc(NCCN(C(C)C)C(C)C)nc(N2CCN(c3ccccn3)CC2)n1	-1	4
89	COCC1=C(C(=O)OC(C)OC(=O)OC(C)C)N2C(=O)[C@@H](NC(=O)/C(=N/OC)c3csc(N)n3)[C@H]2SC1 (some centres undefined)	nt	1
90	O=C(NCc1cccnc1)c1ccnc(N2CCN(c3ccccn3)CC2)c1	-7	6
91	O=C(CCC(=O)Nc1ccccc1Cl)NNC(=O)c1ccco1	nt	-10
92	CC(C)n1cnc2c(NCCOc3ccccc3)nc(NC3CCC(O)CC3)nc21 (centres undefined)	-20	-1
93	c1cnc(Nc2nc(NCc3nc4ccccc4[nH]3)c3ncn(-c4ccsc4)c3n2)nc1	-5	18
94	COc1cc(Nc2cc(C)nc(-c3ccc(N4CCOCC4)nc3)n2)cc(OC)c1OC	15	-1
95	O=C(NCc1cccnc1)c1ccnc(Nc2nccc3ccccc23)c1	4	-3
96	CC(=S)Nc1ccc(Nc2ccccc2)cc1	nt	-5
97	CC(C)n1cnc2c(NCCN3CCOCC3)nc(Nc3cccnc3)nc21	-1	14
98	COc1ccc(CCNc2nc(-c3ccc(C(=O)N4CCN(C)CC4)cc3)nc3c2ncn3-c2ccsc2)cc1	7	-15
99	c1ccc(CN2CCC(Nc3nc(NCCN4CCOCC4)nc4c3ncn4-c3ccsc3)CC2)cc1	-6	-5
100	CCCN1C(=O)C(C)(C)COc2cc(NC(=O)c3ccccc3Br)ccc21	nt	-15
101	COc1ccc(C(N)C(=O)N2CCC(Nc3cccc4cncc(C)c34)CC2)cc1 (centres undefined)	2	10
102	NC(=O)c1ccc2nc(NCCN3CCOCC3)sc2c1	5	3
103	NC(=O)c1ccc(-c2nc(N)c3ncn(-c4ccsc4)c3n2)cc1	4	5
104	Cc1cccn2c(=O)c3c(nc12)CCN(C(=O)C(C)(C)C)C3	nt	0
105	COc1cc(Nc2ncnc3nc(-c4csc5ccccc45)[nH]c23)cc(OC)c1OC	11	1
106	Cc1cc(NCc2cccc(C(F)(F)F)c2)nc(-c2ccc(N3CCN(C)CC3)cc2)n1	8	-36
107	O=C1CCCN1CCn1cnc2c(NCCO)nc(N3CCCC3CO)nc21 (centres undefined)	0	-6
108	O=C1CCCN1CCCNc1nc(NCc2cccnc2)c2ncn(-c3ccccc3)c2n1	-6	13
109	CC(NC(=O)C(=O)N/N=C\c1ccccc1O)c1ccccc1 (centres undefined)	nt	3
110	CC(C)N(CCNC(=O)c1cnc(Nc2cnccn2)s1)C(C)C	6	17
111	Nc1nc(N2CCC(N3CCOCC3)CC2)nc2c1ncn2CCN1CCCC1=O	-12	-6
112	O=C(CCBr)Nc1ccc(Cc2ccncc2)cc1	nt	2

Outcome played no part in choosing rows; any-hit rate near 2.2%.
